# Bioassay records (PubChem)
# IL-1B inflam inh: inflammasome signaling inhibition, IL-1 beta readout | THP-1 LPS/ATP IL-1B secretion, AlphaLISA, 16 h; hits give low values | activity change, % at 57.5 µM | 360,000 tested, 4.7% active | AID 743279; in the data active = activity change below about -50%; inconclusive = mostly about -30% to -49%; note: % is set by controls: 0 for no effect and ±100 for the full control effect
#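 Secreted IL-1B measured by AlphaLISA bead assay after 16 h compound exposure of THP-1 cells; compounds (final up to 57.5 uM) added 1 h before LPS (250 ng/mL) and ATP (1.25 mM) stimulation; lower signal means less secretion.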
# HT1080-NT tox: kills 2HG-producing HT-1080-NT fibrosarcoma cells; HT-1080-NT fibrosarcoma viability, CellTiter-Glo ATP luminescence, 48 h; Potency, µM (top dose mostly 46.1 µM), for inactives: top-dose activity, negative = less viability, hits mostly cytotoxic; 360,000 tested, 1.6% active; AID 686970;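 note: NT is the 2HG producing partner of a matched IDH1 knockdown line; potency is the fitted concentration of half-maximal effect; 0% = DMSO-treated cells and -100% = media-only wells without cells; nearly all actives have a fitted effect of over 55% in size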
#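 Viability by CellTiter-Glo luminescence after 48 h compound exposure at 37C of HT-1080-NT cells (750/well, RPMI, 5% FBS). % activity scaled between DMSO wells and medium-only wells, then curve-fitted and categorized by curve class.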
# MCF10A rereplic: inducers of DNA re-replication in MCF 10A breast cells; 350,000 tested, 2.9% active; Potency, µM (titrated, usually from 46.1 µM), without a hit: at the highest dose activity, positive = re-replication, usual class: activators; MCF 10A DNA re-replication, Hoechst nuclear intensity, 48 h; AID 624296; note: potency is the fitted concentration of half-maximal effect; % of control where 0% means no effect; nearly all actives have a fitted effect of over 50% in size
# HT1080 IDH1KD tx: HT-1080 IDH1 knockdown cell toxicity (counter line); Potency, µM (series often up to 46.1 µM), without a hit: at the top dose activity, negative = toxicity, actives largely listed as cytotoxic; AID 686971; HT-1080 IDH1 knockdown viability, ATP luminescence, 48 h; 360,000 tested, 2% active;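 note: potency is the fitted concentration of half-maximal effect; 0% = DMSO wells and -100% = cell-free medium wells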
#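 CellTiter-Glo luminescence after 48 h compound exposure at 37 degrees C of IDH1-knockdown HT-1080 cells in 5% FBS RPMI. %Activity scaled between DMSO wells and cell-free media wells, with curves fitted and assigned curve classes.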
# ATXN2 expr inh: reduces ATXN2 reporter expression in HEK-293 cells; Potency, µM (series often up to 57 µM), inactives show at the top dose activity change, negative = inhibition, actives largely listed as inhibitors; HEK-293 ATXN2-luciferase reporter, luminescence, 24 h; 360,000 tested, 0.72% active; note: potency is the fitted concentration of half-maximal effect; % is set by controls: 0 for no effect and ±100 for the full control effect; nearly all actives have a fitted effect of over 55% in size
#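 ATXN2-luciferase reporter cells (luciferase flanked by upstream and downstream ATXN2 gene portions) were treated 24 h at 37 °C with compounds at up to 57 uM. SteadyGlo luminescence gave expression; GF-AFC fluorescence gave viability.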
# KB-3-1 cytotox: KB-3-1 parental cell cytotoxicity. 400,000 tested, 1.4% active. AID 1347075. KB-3-1 viability, CellTiter-Glo ATP luminescence, 72 h. Potency, µM (doses to about 46.1 µM), for the others: at the highest dose activity change, negative = cytotoxic, usual class: cytotoxic; note: potency is the fitted concentration of half-maximal effect; % is set by controls: 0 for no effect and ±100 for the full control effect; nearly all actives have a fitted effect of over 60% in size
#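 Screening of KB-3-1 cells (DMEM, 10% FBS, phenol-red free) ran from lowest to highest compound concentration; after 72 h at 37 °C viability was read luminescently and curves fitted.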
# HepG2 viability: HepG2 cytotoxicity, counter-screen for TGF-b inhibitors; HepG2 CAGA-GFP viability, ATP luminescence, 18 h; 410,000 tested, 0.76% active; AID 588856; Potency, µM (series often up to 46.1 µM), inactives show at the highest dose activity change, negative = cytotoxicity, actives largely listed as cytotoxic; note: potency is the fitted concentration of half-maximal effect; some results filed as inactive show a strong effect at the top dose
#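 HepG2 CAGA-GFP cells (1000/well, DMEM with 1% FBS) received compound, then TGF-beta at 500 pg/mL final, and were incubated 18 hours at 37 degrees C. Viability was read by CellTiter-Glo luminescence. Media-only wells were set as complete cell-killing and DMSO as no toxicity.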
# S2 tox: cell viability loss in ATXN counter-screen; Potency, µM (series often up to 56.7 µM), most hits filed as cytotoxic; 400,000 tested, 0.49% active; S2 cells (HEK-293 line with an ATXN2-luciferase reporter) viability, CellTiter-Fluor protease fluorescence, 24 h; note: potency is the fitted concentration of half-maximal effect; nearly all actives have a fitted effect of over 40% in size
# SW480 rerep: induces DNA re-replication in SW480 colon adenocarcinoma cells | SW480 DNA re-replication, Hoechst DNA content imaging, 48 h | 340,000 tested, 1.8% active | Potency, µM (doses to about 46.1 µM), inactives show at the top dose re-replication activation, usual class: activators | AID 624297; note: potency is the fitted concentration of half-maximal effect; % of control where 0% means no effect; nearly all actives have a fitted effect of over 55% in size
#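 SW480 cells exposed to compounds for 48 hr at 37 C, 5% CO2, then Hoechst-stained 40 min. Nuclear DNA content imaged by fluorescence scanning (405 nm excitation, 500-530 nm emission); re-replication scored as increased high-intensity nuclei.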
# * = called active by the depositor; i = inactive; ? = inconclusive; · = not tested or not shown; & = joins results of further samples; [ ] = another dose, or the depositor's remark. Unless noted, calls come from the whole dose curve; as a rule, active = well fitted curve in the direction sought with a large enough effect; inconclusive = small, poorly fitted or top-dose-only effect, or another doubt; inactive = no such curve, though single readings can be large; an effect the other way counts as inactive or inconclusive.
SMILES,IL-1B inflam inh,HT1080-NT tox,MCF10A rereplic,HT1080 IDH1KD tx,ATXN2 expr inh,KB-3-1 cytotox,HepG2 viability,S2 tox,SW480 rerep
COc1ccc(CC(=O)OC2CCCN(C)C2)cc1 (stereo unspecified),-10,-6%,16%,2%,1%,-2%,-12%,i,-25%
CCc1nnc(NC(=O)C(NS(=O)(=O)c2ccc3c(c2)OCCO3)C(C)C)s1 (stereo unspecified),8,-1%,0%,-9%,4%,22%,-19%,i,-4%
COc1ccc2c(c1)OC13CCN(C)CC1C2C(C(=O)c1ccc(F)cc1)C(=O)N3 (stereo unspecified),-15,-2%,1%,-13%,-6%,-1%,-14%,i,-1%
O=C(O)CCOc1ccc2c(c1)OCCO2,13,-1%,-3%,12%,-3%,-4%,-2%,i,-7%
O=C(CCNC(=O)c1ccccc1Cl)NCCC1=CCCCC1,-11,-1%,0%,-2%,4%,12%,-22%,i,0%
C[C@H](CO)N1C[C@H](C)[C@@H](CN(C)S(=O)(=O)c2cccs2)OCc2cn(nn2)CCCC1=O,6,19%,·,8%,8%,27%,6%,i,·
Cc1cccc(NC(=O)c2nc(S(C)(=O)=O)ncc2Cl)c1,·,·,·,·,?,-17%,20µM*,?,·
Cc1ccc2nc3sc(C(=O)Nc4ccc(F)cc4)cc3cc2c1,·,·,·,·,8%,-4%&0%,1%&-5%,i,·
Cn1c2c(c(=O)n(C)c1=O)C(C(F)(F)F)(C(F)(F)F)N=C(c1ccc(Cl)cc1)N2,-2,?,?,7.3µM*,?,2.3µM*,-24%,?,13%
C=CCn1nc(-c2ccccc2)c(N2CCCCC2)cc1=O,4,-2%,4%,-6%,-9%,2%,-22%,i,-1%
O=C(/C=C/c1ccnc2ccccc12)c1cccs1,-118*,18µM*,9.2µM*,18µM*,-93%,-12%,5.6µM*,?,?
O=C(NC(=S)Nc1cccc(NC(=O)c2ccccc2Cl)c1)c1cccs1,-13,5%,1%,5%,15%,4%,-1%,?,-7%
CC(=O)c1cccc(NC(=O)NC2CC(=O)N(c3ccc4c(c3)OCCO4)C2)c1 (stereo unspecified),10,-2%,0%,-1%,1%,3%,-33%,i,0%
CCOC(=O)c1c(CSc2ccccc2)n(C)c2cc(Br)c(OC)c(O)c12,-27,-1%,3%,3%,-28%,-5%,6%,i,-21%
O=C(Nc1cc(S(=O)(=O)N2CCOCC2)ccc1N1CCOCC1)c1cc2c(s1)CCC2,-57*,-4%,-1%,-3%,-10%,5%,-16%,i,-3%
Cc1ccc(N2CCN(C(=O)c3cc(S(=O)(=O)N4CCCCC4)c[nH]3)CC2)c(C)c1,·,·,·,·,12%,-17%,-99%,i,·
c1cncc(Nc2nc(-c3cccs3)cs2)c1,-17,-9%,-1%,-20%,62%[activator],-20%,-13%,i,-4%
O=C1Nc2ccccc2-n2nnnc2C1N1CCCN(Cc2ccc(F)cc2)CC1 (stereo unspecified),50,6%,·,14%,·,10%,·,·,·
CCCn1c(SCC(=O)c2ccc(CC)cc2)n[nH]c1=O,-9,4%,0%,3%,0%,4%,-12%,i,-6%
CC(C)NC(=O)C1(C)CN(S(C)(=O)=O)CC(=O)N1Cc1cccc(F)c1 (stereo unspecified),4,20%,·,16%,·,10%,·,·,·

# 11 of the compounds above, with bars between the fields.
compound | IL-1B inflam inh | HT1080-NT tox | MCF10A rereplic | HT1080 IDH1KD tx | ATXN2 expr inh | KB-3-1 cytotox | HepG2 viability | S2 tox | SW480 rerep
C=CCn1nc(-c2ccccc2)c(N2CCCCC2)cc1=O | 4 | -2% | 4% | -6% | -9% | 2% | -22% | i | -1%
O=C(/C=C/c1ccnc2ccccc12)c1cccs1 | -118* | 18µM* | 9.2µM* | 18µM* | -93% | -12% | 5.6µM* | ? | ?
O=C(NC(=S)Nc1cccc(NC(=O)c2ccccc2Cl)c1)c1cccs1 | -13 | 5% | 1% | 5% | 15% | 4% | -1% | ? | -7%
CC(=O)c1cccc(NC(=O)NC2CC(=O)N(c3ccc4c(c3)OCCO4)C2)c1 (stereo unspecified) | 10 | -2% | 0% | -1% | 1% | 3% | -33% | i | 0%
CCOC(=O)c1c(CSc2ccccc2)n(C)c2cc(Br)c(OC)c(O)c12 | -27 | -1% | 3% | 3% | -28% | -5% | 6% | i | -21%
O=C(Nc1cc(S(=O)(=O)N2CCOCC2)ccc1N1CCOCC1)c1cc2c(s1)CCC2 | -57* | -4% | -1% | -3% | -10% | 5% | -16% | i | -3%
Cc1ccc(N2CCN(C(=O)c3cc(S(=O)(=O)N4CCCCC4)c[nH]3)CC2)c(C)c1 | · | · | · | · | 12% | -17% | -99% | i | ·
c1cncc(Nc2nc(-c3cccs3)cs2)c1 | -17 | -9% | -1% | -20% | 62%[activator] | -20% | -13% | i | -4%
O=C1Nc2ccccc2-n2nnnc2C1N1CCCN(Cc2ccc(F)cc2)CC1 (stereo unspecified) | 50 | 6% | · | 14% | · | 10% | · | · | ·
CCCn1c(SCC(=O)c2ccc(CC)cc2)n[nH]c1=O | -9 | 4% | 0% | 3% | 0% | 4% | -12% | i | -6%
CC(C)NC(=O)C1(C)CN(S(C)(=O)=O)CC(=O)N1Cc1cccc(F)c1 (stereo unspecified) | 4 | 20% | · | 16% | · | 10% | · | · | ·

# Single records, from the list above:
# Record of Cc1cccc(NC(=O)c2nc(S(C)(=O)=O)ncc2Cl)c1 = IL-1B inflam inh = ·; HT1080-NT tox = ·; MCF10A rereplic = ·; HT1080 IDH1KD tx = ·; ATXN2 expr inh = ?; KB-3-1 cytotox = -17%; HepG2 viability = 20µM*; S2 tox = ?; SW480 rerep = ·
# Record of Cc1ccc2nc3sc(C(=O)Nc4ccc(F)cc4)cc3cc2c1 = IL-1B inflam inh = ·; HT1080-NT tox = ·; MCF10A rereplic = ·; HT1080 IDH1KD tx = ·; ATXN2 expr inh = 8%; KB-3-1 cytotox = -4%&0%; HepG2 viability = 1%&-5%; S2 tox = i; SW480 rerep = ·

# New compounds follow:
SMILES,IL-1B inflam inh,HT1080-NT tox,MCF10A rereplic,HT1080 IDH1KD tx,ATXN2 expr inh,KB-3-1 cytotox,HepG2 viability,S2 tox,SW480 rerep
O=C(NCCN1CCOCC1)C1CCN(S(=O)(=O)N2CCCCC2)CC1,3,0%,-1%,3%,-3%,10%,3%,i,-7%
CCCn1c(=O)[nH]c(=O)c2c1nc(-c1ccc(C(F)(F)F)cc1)n2CCOC,28,11%,-5%,12%,31%,-4%,6%,i,-5%
CCCn1c(=S)[nH]c2ccc(C(F)(F)F)cc21,66,11%,8%,-16%,-34%,-22%,-5%,i,-9%
c1ccc(CCN2CN(CCCN3CCOCC3)c3nc4ccccc4n3C2)cc1,-6,-7%,-2%,9%,3%,-1%,-16%,i,3%
O=C(Nc1cccc(S(=O)(=O)N2CCCC2)c1)c1ccncc1,67,-3%,2%,-3%,-13%,6%,1%,i,?
CN1CCN(c2cc(C(F)(F)F)nc3ccc(F)cc23)CC1,59,1%,4%,-1%,-6%,6%,1%,i,12%
O=C(Nc1nccs1)Oc1ccccc1,17,0%,-6%,4%,2%,-2%,-2%,i,-12%
CCOC(=O)c1c(NC(=O)/C=C/C(=O)O)sc(C)c1-c1ccc(F)cc1,-101*,21µM*,?,?,?,?,-62%,i,0%
Cc1ccccc1Sc1ncccc1[N+](=O)[O-],4,-1%,0%,0%,-21%,8%,-10%,i,-11%
COc1ccc(CCNC(=O)C2CCN(C(=O)c3ccc(C(C)(C)C)cc3)CC2)cc1,0,-8%,5%,1%,4%,0%,-23%,i,?
CCCCc1ccc(NC(=O)N2CCNC(=O)C2CC(=O)Nc2ccsc2C(=O)OC)cc1 (stereo unspecified),-29,?,·,?,-20%,0%,2%,i,·
COCCSc1ccccc1C(=O)Nc1cc(C)on1,30,2%,5%,19%,1%,0%,-2%,i,-8%
CC(C)=CCCC(C)CN1CCC(n2nccc2NC(=O)c2ccc3c(c2)OCO3)CC1 (stereo unspecified),-8,-13%,-14%,-28%,8%,-2%,-58%,i,?
Cc1cc(C)n(C(C)CC(=O)NCc2ccccc2C)n1 (stereo unspecified),·,·,·,·,-4%,2%,0%,i,·
O=C1NC(Cc2c[nH]c3ccccc23)C(=O)N1Cc1ccccc1 (stereo unspecified),3,4%,-13%,15%,3%,1%,1%,i,-1%
COc1ccc(NC(=O)c2ccco2)c(NC(=O)Cc2cccs2)c1,13,8%,-5%,8%,-2%,8%,-15%,i,-7%
COc1cc2c(=O)n(Cc3ccccc3Cl)c(=O)n(CC(=O)Nc3ccccc3)c2cc1OC,·,·,·,·,-14%,4%,-14%,i,·
CCC(=NCCc1c(C)[nH]c2ccc(OC(F)(F)F)cc12)C1=C(O)CC(c2ccccc2)CC1=O (stereo unspecified),4,4.1µM*,?,5.8µM*,-28%,4.1µM*,-10%,?,12µM*
CCn1c(=O)cc(OCC(=O)N2CCN(c3cccc(Cl)c3)CC2)c2ccccc21,·,·,·,·,2%,0%,-19%,i,·
CCCCNC(=O)/C(=C/c1ccco1)NC(=O)c1ccco1,13,7%,5%,-1%,-4%,-1%,9%,i,-4%
COC(=O)COc1c(Cl)cc(C(c2c(C)[nH][nH]c2=O)c2c(C)[nH][nH]c2=O)cc1OC,-11,-4%,7%,21%,-1%,3%,-4%,i,8%
O=C1C(=O)N(CCN2CCOCC2)C(c2ccccn2)/C1=C(/O)c1ccc(Cl)cc1 (stereo unspecified),21,10%,?,12%,5%,-3%,-45%,i,-10%
Oc1oc(-c2ccc(Br)cc2)nc1C=Nc1ccc(Br)cn1,8,0%,0%,6%,·,-4%,-14%,i,4%

# Not a hit list; 8.9% or so of the library scored in one or more.
